High-throughput results: PubChem BioAssay, National Center for Advancing Translational Sciences (NCATS)
Coupling enz = inhibits coupling enzyme system, counter-screen for aldolase hits | coupling enzyme system counterscreen, AmpLite Red fluorescence | activity change, negative = inhibition, % at 58.2 µM, hits read low | 290,000 tested, 0.67% active; in the data active means activity change below about -30%; further: on the % scale 0 is the no-effect control and ±100 the full control effect
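Compounds tested against the coupling enzymes alone at 57.5 uM final; readout was AmpLite Red fluorescence (525/598 nm) after 20 min at RT.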
B2AR arrestin = agonists driving beta-arrestin recruitment to human beta2-adrenergic receptor. 330,000 tested, 0.02% active. Potency, µM (top dose mostly 46.1 µM), for inactives: at the highest dose activation, usual class: activators. P07550. AID 492947. beta-arrestin recruitment to beta2AR, cell-based reporter;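 further: potency means the concentration at half of the fitted maximal effect; 0% = DMSO controls and full agonism = EC100 isoproterenol or metaproterenol; nearly all actives have a fitted effect of over 65% in size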
Giardia kill = kills Giardia lamblia | Giardia lamblia trophozoite viability | activity change, % at 7.66 µM, hits read low | 340,000 tested, 0.15% active; in the data active means activity change below about -80%; inconclusive means between about -30% and that limit;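 further: parasites exposed to compound for two days anaerobically before the ATP read; on the % scale 0 is the no-effect control and ±100 the full control effect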
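Compounds were tested on trophozoites seeded at 100 cells/well and held 48 hrs at 37 deg C anaerobically. An ATP-based luminescent kit measured the remaining live cells.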
GALK inh = inhibitors of human galactokinase | P51570 | Purified GALK, Kinase-Glo residual ATP luminescence | Potency, µM (titrated, usually from 57.5 µM), for inactives: at the highest dose activity change, negative = inhibition, actives largely listed as inhibitors | 270,000 tested, 0.007% active | AID 1868; further: potency means the concentration at half of the fitted maximal effect; on the % scale 0 is the no-effect control and ±100 the full control effect
Target sequence (P51570 whole entry, looked up): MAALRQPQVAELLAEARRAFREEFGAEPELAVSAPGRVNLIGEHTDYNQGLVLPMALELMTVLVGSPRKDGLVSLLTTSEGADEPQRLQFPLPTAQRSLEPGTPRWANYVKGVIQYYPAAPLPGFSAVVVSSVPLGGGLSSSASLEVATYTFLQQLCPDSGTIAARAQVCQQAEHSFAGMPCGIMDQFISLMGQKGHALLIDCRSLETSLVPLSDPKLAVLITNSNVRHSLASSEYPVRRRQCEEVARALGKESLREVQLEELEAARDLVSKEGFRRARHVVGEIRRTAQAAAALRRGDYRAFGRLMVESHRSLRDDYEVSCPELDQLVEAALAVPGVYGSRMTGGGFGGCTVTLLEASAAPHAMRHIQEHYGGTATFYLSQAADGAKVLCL
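ATP-depletion format; final 35 uM ATP, 100 uM D-galactose, 5 nM enzyme; pH 8.0 HEPES/Mg2+ buffer; 60 min RT; luminescence read 10 min after detection reagent.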
PKM2 activator = increases activity of human pyruvate kinase M2. purified PKM2, Kinase-Glo ATP luminescence, activation; response scale: 0% is enzyme alone, no compound. Potency, µM (highest dose often 57.5 µM), for inactives: at the highest dose activation, usual class: activators. 260,000 tested, 0.34% active. P14618; further: potency means the concentration at half of the fitted maximal effect; on the % scale 0 is the no-effect control and ±100 the full control effect; nearly all actives have a fitted effect of over 55% in size
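Purified hPK-M2 (>95%) run at intermediate activity with 0.1 mM ADP and 0.5 mM PEP in 50 mM imidazole pH 7.2, KCl, MgCl2; 1 h room temperature. ATP formed read by Kinase-Glo luminescence; normalized to uninhibited and no-enzyme controls.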
USP2a block = USP2a (human) protease inhibition. 330,000 tested, 0.01% active. O75604. Potency, µM (highest dose often 38.3 µM), inactives show top-dose activity change, negative = inhibition, most hits filed as inhibitors. USP2 core, Ub-CHOP2 coupled fluorogenic reporter, 485/531;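 further: potency means the concentration at half of the fitted maximal effect; plate controls were DMSO wells for no effect and full inhibition by NEM control for full effect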
Target sequence (O75604 whole entry, looked up): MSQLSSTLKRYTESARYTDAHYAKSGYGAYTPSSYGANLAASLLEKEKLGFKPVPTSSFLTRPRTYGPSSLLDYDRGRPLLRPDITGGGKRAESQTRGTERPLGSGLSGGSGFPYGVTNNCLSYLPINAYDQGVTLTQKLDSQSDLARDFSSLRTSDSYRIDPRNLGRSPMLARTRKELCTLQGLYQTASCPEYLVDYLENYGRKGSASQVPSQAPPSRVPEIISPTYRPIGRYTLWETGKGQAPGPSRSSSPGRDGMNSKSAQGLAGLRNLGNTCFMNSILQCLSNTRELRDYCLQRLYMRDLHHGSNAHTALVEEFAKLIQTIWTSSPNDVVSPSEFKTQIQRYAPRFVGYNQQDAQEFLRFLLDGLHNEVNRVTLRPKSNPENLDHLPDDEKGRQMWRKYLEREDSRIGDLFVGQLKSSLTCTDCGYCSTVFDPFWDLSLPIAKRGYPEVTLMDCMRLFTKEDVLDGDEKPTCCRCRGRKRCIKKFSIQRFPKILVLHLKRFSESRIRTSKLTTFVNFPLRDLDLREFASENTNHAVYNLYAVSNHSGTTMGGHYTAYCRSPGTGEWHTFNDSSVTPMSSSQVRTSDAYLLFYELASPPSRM
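USP2 core (10nM final) preincubated 30min RT with compound in 20mM Tris-HCl pH 8.0, 2mM CaCl2, 2mM beta-mercaptoethanol, 0.05% CHAPS; 25nM Ub-CHOP2 plus 25nM reporter substrate added, fluorescence (Ex485/Em531) read after 60min.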
Menin-MLL TR inh = inhibitors of human menin-MLL interaction, mutant MLL peptide | O00255 | Menin + Texas Red MLL mutant peptide, fluorescence polarization | Potency, µM (doses to about 61.6 µM), for the others: top-dose FP activity change, negative = inhibition, actives largely listed as inhibitors | 270,000 tested, 0.23% active; active means well fitted inhibition curve with a large enough effect in the polarisation, with a control signal flat, not every such curve was filed as active; inconclusive means small, poorly fitted or top-dose-only effect, or effect the other way, or a change in a side signal; inactive means no such curve, though single readings can be large or run the other way; the % refers to the polarisation; further: potency means the concentration at half of the fitted maximal effect; % of control where 0% means no effect; many of its hits are not listed in these tables
KCNH2 3.1 inh = blocks the human KCNH2 3.1 channel isoform. U2OS KCNH2 3.1, thallium flux FluxOr; active compounds read low. activity change, % (tested at about 1.8 µM). 340,000 tested, 0.95% active;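 active means maximum activity change below -70%; inconclusive means maximum activity change from -70% to -50%; inactive means maximum activity change above -50%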;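 further: thallium influx rate constant from kinetic fluorescence after stimulation buffer; on the % scale 0 is the no-effect control and ±100 the full control effect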
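Measured as rate of thallium-driven FluxOr signal in transduced U2OS cells carrying the 3.1 channel, read kinetically for 2 min upon stimulation; values are rate constants scaled to DMSO control wells.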
MLL CXXC-DNA inh = inhibitors of human MLL CXXC domain-DNA interaction; Q03164; AID 2662; Potency, µM (doses to about 115 µM), for the others: at the top dose activity change, negative = inhibition, hits mostly inhibitors; MLL-CXXC / FITC-HOXA9 DNA fluorescence polarization; 290,000 tested, 0.037% active; active means well fitted inhibition curve with a large enough effect in the polarisation, with a control signal flat, not every such curve was filed as active; inconclusive means small, poorly fitted or top-dose-only effect, or effect the other way, or a change in a side signal; inactive means no such curve, though single readings can be large or run the other way; the % refers to the polarisation; further: potency means the concentration at half of the fitted maximal effect
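Fluorescence polarization: 7 uM MLL-CXXC (stock) preincubated 5 min with compounds, then 50 nM fluorescein-HOX-A9 DNA (stock) added; 30 min ambient. Buffer 50 mM Tris-HCl pH 7.5, 50 mM NaCl, 1 mM DTT, 0.05% BSA.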
TRPV1 ag = activates the human vanilloid receptor TRPV1; TRPV1-expressing cells, Fluo-8 calcium influx, agonist mode; 320,000 tested, 0.19% active; activation, % at 8.33 µM; in the data active means activation above about 80%; inconclusive means between about 30% and that limit; further: 0% is about no effect
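Fluo-8 calcium influx in TRPV1-expressing cells, kinetic read (ex 480/em 520 nm). Compound added and read 3 min for agonist activity, followed by capsaicin at EC20 final and 2 min further read for enhancement.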
hERG WT inh = blocks the wildtype human KCNH2 potassium channel; activity change, % at 1.84 µM; 340,000 tested, 0.37% active; U2OS, BacMam KCNH2, thallium flux FluxOr; active compounds read low; AID 720551; Q12809;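 active means maximum activity change below -70%; inconclusive means maximum activity change between -70% and -50%; inactive means maximum activity change above -50%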; further: on the % scale 0 is the no-effect control and ±100 the full control effect
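U2OS cells transduced with wild-type KCNH2 virus are loaded with FluxOr dye for 45 min, and thallium flux is measured in kinetic reads before and after stimulation buffer. Rate constants are normalized to DMSO controls.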
* = called active by the depositor; ? = inconclusive; . = no result given; [ ] = another dose, or the depositor's remark. Unless noted, the call rests on the fitted dose curve; in most records, active means well fitted curve in the direction sought with a large enough effect; inconclusive means small, poorly fitted or top-dose-only effect, or another doubt; inactive means no such curve, though single readings can be large; an effect the other way counts as inactive or inconclusive. A portion of the library (hit frequency here may not be typical).

Molecule	Coupling enz	B2AR arrestin	Giardia kill	GALK inh	PKM2 activator	USP2a block	Menin-MLL TR inh	KCNH2 3.1 inh	MLL CXXC-DNA inh	TRPV1 ag	hERG WT inh
CC(=O)Nc1ccc(NC(=O)CSc2nnc3ccc(-c4ccc(F)cc4)nn23)cc1	0	0.1%	3	8%	3%	-1%	-11%	16	-3%	-1	1
Cc1ccc(S(=O)(=O)N2[C@@H](c3ccc(C(C)(C)C)cc3)C(C(=O)O)=CC[C@H]2c2ccc3c(c2)OCO3)cc1	.	-0.3%	?	.	.	-1%	.	10	.	.	-1
Cc1cccc(NC(=S)NC(=O)c2ccco2)c1C	.	1.0%	44[activator]	-4%	-3%	5%	.	21	-4%	4	5
COc1ccc(CCNC(=O)c2cccc3c2C(=O)N(C2CCCCC2)C3)cc1OC	.	-1.0%	10	0%	.	1%	.	9	4%	?	-2
Cc1ccc2nc(Cc3ccc(N)cc3)oc2c1	0	0.3%	-12	3%	-5%	1%	-3%	-10	-9%	16	-11
O=C(Cc1cccs1)Nc1cccc(C(=O)Nc2ccc(C(=O)O)cc2)c1	1	0.1%	-11	0%	0%	-1%	7%	-4	3%	1	-5
CC(=O)N/C(=C\c1cccs1)C(=O)O	5	0.0%	33[activator]	2%	8%	3%	4%	12	-3%	5	1
Cc1cc(-c2ccc(S(=O)(=O)N3CCN(c4cccc(C(F)(F)F)c4)CC3)s2)on1	-6	-0.1%	-7	7%	4%[0.46 µM]	1%	26%	-28	5%	13	5
CN(C)c1ccc(/C=C2/NC(=O)NC2=O)cc1	-5	-0.7%	?	1%	-6%	-1%	-14%	12	17%	-1	-15
Cc1ccc(S(=O)(=O)N2CCN(CCOc3cccc(C)c3)CC2)cc1	.	-0.1%	-5	.	.	4%	.	-18	.	10	4
CN(C)c1nc2ccccc2c(N)c1-c1ccccc1	2	-0.6%	4	2%	-9%	0%	-27%	7	-4%	4	21
O=C(COc1cc2oc(=O)c3c(c2cc1Cl)CCC3)NCCCN1CCOCC1	.	-0.1%	36[activator]	-9%	.	0%	.	8	4%	-2	1
CCOC(=O)N1CCN(Cc2nc3cc([N+](=O)[O-])ccc3n2C)CC1	0	0.0%	-15	.	.	3%	?	-6	3%	-11	39
COC(=O)c1ccc(CN2C(=O)NC(CC(C)C)C2=O)cc1 (stereo unspecified)	0	0.1%	17	6%	-9%	0%	0%	-20	3%	2	4
Cn1c(N=NC(=O)c2ccccc2)c(O)c2ccccc21	-2	-1.1%	7	2%	-14%	-1%	-11%	3	-3%	19	-3
COC(=O)c1[nH]c2ccccc2c1NC(=O)CN1CCCCCC1	1	-1.0%	15	0%	1%	-17%	1%[11.7 µM]	19	1%	.	6
Oc1ccc2ccccc2c1C=Nc1ccccc1-c1nc2ccccc2[nH]1	-32*	-0.8%	-15	-3%	4%	0%	?	3	24%	16	7
CC(=O)c1ccc(OCC(=O)OCC(=O)Nc2sccc2C(N)=O)cc1	.	0.0%	8	.	.	1%	.	-6	.	1	-24
COc1ccccc1C(=O)NCCC(=O)Nc1cccc(S(=O)(=O)N2CCCC2)c1	.	0.1%	16	.	.	1%	.	9	.	1	6
COc1cc(C(=O)NCC(c2cccs2)N(C)C)cc(Cl)c1OC(C)C (stereo unspecified)	2	-0.1%	3	4%	5%	4%	-1%	1	1%	1	4
CCC(C)N(C(=O)Cn1c(Cl)nc2c1c(=O)n(C)c(=O)n2C)C1CCS(=O)(=O)C1 (stereo unspecified)	.	-0.5%	-1	6%	-1%	1%	.	11	4%	0	-8
CC(O)(CS(=O)(=O)Cc1cccc(C(F)(F)F)c1)C(=O)Nc1cccc(C(F)(F)F)c1 (stereo unspecified)	-5	0.0%	-7	0%	2%	0%	.	-3	-7%	.	-13
CC1CCCN(S(=O)(=O)c2ccc(NC(=O)C3CC(=O)N(C(C)(C)C)C3)cc2)C1 (stereo unspecified)	.	0.2%	14	.	.	0%	.	-12	.	-6	0
Cn1ccc(C(=O)N/N=C/c2c[nH]c3ccccc23)n1	1	-0.6%	-14	1%	-2%	-5%	?	-3	-11%	3	3
C=CCN(c1ccc(Br)cc1C(=O)OC)S(C)(=O)=O	.	0.1%	-20	.	.	0%	.	7	.	0	-2
O=C(CSc1nnc2ccccn12)Nc1ncc(Cl)cc1Cl	-1	-0.9%	5	0%	-1%	-1%	3%	-4	-1%	-2	-16
Cc1cc(=O)[nH]c(SCC(=O)c2ccc3c(c2)NC(=O)CO3)n1	4	-0.2%	1	-1%	8%	9%	.	-7	-3%	-3	7
COc1cc2c(cc1OC)C(c1ccc(OC)c(OC)c1OC)CC(=O)N2 (stereo unspecified)	2	-0.3%	0	7%	-8%[11.5 µM]	-1%	-9%	13	1%	1	3
COC(=O)Cc1c(O)ccn(Cc2ccc(OC)c(OC)c2)c1=O	-1	0.3%	0	9%	-3%	4%	16%	5	-1%	1	2
CCOCCCn1c(=NC(C)=O)c(C#N)cc2c(=O)n3ccccc3nc21	1	-0.2%	-7	1%	-8%	-1%	.	13	3%	0	10
O=C(COC(=O)c1ccco1)c1ccc(Cl)cc1	0	0.4%	10	-1%	3%	0%	-4%	11	10%	14	2
Cc1cc(SCC(=O)N2CCCC2)nc2ccccc12	8	0.4%	5	5%	-3%	-2%	-16%	-23	-1%	21	-25
CCC(C)NC(=O)C1(NC(=O)Nc2ccccc2)CCCCC1 (stereo unspecified)	0	0.2%	10	12%	-2%	-1%	0%	17	7%	5	.
Cc1ccc(S(=O)(=O)N(C)CC(=O)N2CCCC2)cc1	2	-0.6%	8	1%	-2%	4%	3%	3	10%	3	-11
Cc1cc(-n2c(C)cc(C(=O)CSc3ccccn3)c2C)no1	.	-1.1%	3	.	.	3%	.	-1	.	.	-7
CCn1c(SCC(=O)Nc2cc(S(=O)(=O)N3CCOCC3)ccc2OC)nnc1-c1ccncc1	1	-0.3%	26	0%	1%	2%	-19%	3	-4%	4	-18
CN1CCN(C(=O)CN(C2CCCCC2)S(=O)(=O)c2ccc(Br)cc2)CC1	3	0.5%	0	-1%	-5%	1%	4%	-13	0%	5	-18
Cc1[nH]c2ccc(F)cc2c1CCN(Cc1ccco1)C(=S)NC(C)(C)C	0	-1.4%	-2	0%	-2%	2%	0%	3	1%	5	50
CCOc1ccc(C(=O)NNC2CC(=O)N(Cc3ccc(Cl)cc3)C2=O)cc1OC (stereo unspecified)	2	-0.1%	-15	0%	-2%	3%	?	-18	13%	0	3
CN(C)c1ccc(C(=O)c2ccccc2C(=O)O)cc1[N+](=O)[O-]	4	0.1%	-1	6%	1%	3%	10%	3	2%	-2	7
O=C(Nc1cc([N+](=O)[O-])ccc1O)c1cccc([N+](=O)[O-])c1	-8	0.5%	-8	-6%	-1%	1%	4%	-40	7%	-2	7
Cc1c(NC(=O)c2ccc3nsnc3c2)cccc1[N+](=O)[O-]	-1	-0.1%	4	11%	-2%	2%	19%	30	30%	?	13
COC(=O)c1ccc(C2NC(C(=O)O)CS2)cc1 (stereo unspecified)	2	-0.2%	-2	0%	-1%	-2%	0%	12	3%	-1	7
CCN(CC)S(=O)(=O)c1cccc(-c2n[nH]c(=S)n2CC(C)C)c1	7	-1.0%	-15	0%	-13%	-1%	-12%	5	8%	0	17
CC(=O)c1cccc(NS(=O)(=O)c2ccc(C(=O)Nc3ccccc3)cc2)c1	.	-0.8%	-5	-13%	-1%	0%	.	-9	18%	-2	-8
COc1ccccc1CNC(=O)C1CCC(=O)N(CCCN2CCCC2=O)C1 (stereo unspecified)	0	0.1%	-4	-3%	.	0%	16%	5	2%	0	-12
COc1ccc(S(=O)(=O)NCc2ccco2)cc1C(=O)N1CCCCC1	-1	0.0%	6	-2%	.	0%	0%	7	12%	0	-3
Cc1ccc(S(=O)(=O)N2CCOCC2)cc1NC(=O)COC(=O)Cc1ccccc1	.	-0.5%	4	.	.	-1%	.	-9	.	.	-8
Cc1nn(CC(=O)Nc2ccc(N(C)C)cc2)c(C)c1[N+](=O)[O-]	-7	-3.0%	6	3%	4%	4%	-9%	-5	-4%	-3	-8
Cc1cc(C)c2cc(CN(Cc3cccnc3)C(=O)c3ccc(F)cc3)c(Cl)nc2c1	4	0.5%	31[activator]	-1%	0%	0%	3%	-16	3%	14	23
CC(=O)NC12CC3CC(C1)CC(C(=O)OCC(=O)Nc1ncc(Cl)cc1Cl)(C3)C2	-6	-0.3%	0	6%	2%	2%	-16%	3	6%	21	3
N#CC(c1ccc(Cl)cc1)c1cccc(Cl)n1 (stereo unspecified)	2	-0.2%	0	0%	1%	0%	6%	-13	2%	5	-1
